Screens from PubChem BioAssay.
MEKK2 WT-MEK5: raises or lowers MEK5 binding to wildtype human MEKK2 PB1 domain | Q9Y2U5 | bead flow cytometry, Alexa488-MEK5 binding to MEKK2 WT; actives lie on both sides | binding response (% of control), % at 10 µM | 290,000 tested, 1.1% active | AID 1531; in the data active = binding response below about 67% or above about 130%
GPR7 antagonist: human neuropeptides B/W receptor 1 antagonism; GPR7-expressing cells, fluorescence antagonist assay; inhibition, % at 4.4 µM; 290,000 tested, 1.1% active; AID 1861; in the data active = inhibition above about 16%, passing the limit was not always enough;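 also: cells stimulated with the agonist NPW; 0% = agonist with vehicle and 100% = vehicle without agonist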
Target sequence (P48145 whole entry, looked up): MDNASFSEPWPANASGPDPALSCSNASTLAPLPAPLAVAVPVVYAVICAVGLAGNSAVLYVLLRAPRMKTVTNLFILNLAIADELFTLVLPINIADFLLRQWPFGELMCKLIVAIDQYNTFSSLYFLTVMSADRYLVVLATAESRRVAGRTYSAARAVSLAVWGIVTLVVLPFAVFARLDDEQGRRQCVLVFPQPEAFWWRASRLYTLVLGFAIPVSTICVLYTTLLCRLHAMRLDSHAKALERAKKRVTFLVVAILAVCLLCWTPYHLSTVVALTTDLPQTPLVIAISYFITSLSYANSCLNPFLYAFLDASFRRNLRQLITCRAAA
PHOSPHO1 block: blocks human PHOSPHO1 phosphatase activity; AID 1565; 290,000 tested, 1.1% active; inhibition, % at 13.3 µM; recombinant PHOSPHO1, absorbance phosphatase assay; in the data active = inhibition above about 60%
NALP1 yeast inh: inhibitors of NALP1 inflammasome in yeast; S. cerevisiae NALP1/ASC/caspase-1 growth, X-gal OD620, 72 h; inhibition, % at 10 µM; 280,000 tested, 0.61% active; AID 2071; in the data active = inhibition mostly above about 24%, no sharp cut-off; inactive = mostly below about 32%; also: some compounds called inactive have numbers as strong as hits
GalR3 antagonist: human GalR3 antagonism | O60755 | HEK293 GalR3-CNG cAMP membrane potential fluorescence; galR3 body fused to GalR1 C-terminus | inhibition, % at 3 µM | 360,000 tested, 0.44% active;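 active = inhibition above the screen-wide average plus 3 SD, cut at about 13% in these data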;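 also: forskolin and galanin both at EC90 stimulate the cells; cAMP rise reported by CNG channel membrane potential dye signal; 0% = forskolin plus galanin with DMSO and 100% = forskolin alone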
Target sequence (O60755 1-299 limits assumed): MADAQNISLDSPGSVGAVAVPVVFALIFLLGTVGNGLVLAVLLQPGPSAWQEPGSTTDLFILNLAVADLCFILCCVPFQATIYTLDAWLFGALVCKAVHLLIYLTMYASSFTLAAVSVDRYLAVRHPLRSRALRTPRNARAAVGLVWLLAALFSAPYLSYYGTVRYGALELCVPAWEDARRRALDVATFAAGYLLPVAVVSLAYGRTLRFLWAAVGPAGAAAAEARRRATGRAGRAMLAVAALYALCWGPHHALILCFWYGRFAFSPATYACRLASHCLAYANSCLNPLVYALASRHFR
MEKK2mut PB1 HTS: signal of MEK5 binding to mutant human MEKK2 PB1 domain | bead flow cytometry, Alexa488-MEK5 binding to MEKK2 mutant | percent response, % at 10 µM | 290,000 tested, 0.35% active | AID 1530; in the data active = percent response above about 24%, passing the limit was not always enough; also: inactives centre near 1; some results filed as inactive read as strong as hits; reference of the scale not given here
MEKK3 PB1 HTS: raises or lowers MEK5 binding to the human MEKK3 PB1 domain. binding response (% of control), % at 10 µM. Q99759. bead-based flow cytometry, Alexa488-MEK5 binding to MEKK3; actives lie on both sides; 0 = blocked by unlabeled MEK5, 100 = vehicle. 290,000 tested, 1.4% active;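 active = binding response more than 3 SD above or below the average of its plate-row segment, actives on both sides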;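 also: Alexa488 bead fluorescence after subtracting the streptavidin-only scavenger bead signal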
V1R ag counter: V1a receptor agonism, counter-screen for OXTR agonists; AID 2797; 320,000 tested, 0.25% active; activation, % at 3 µM; CHO-V1R cells, Fluo-8 calcium fluorescence, agonist mode; 0% DMSO, 100% 3 nM vasopressin;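 active = activation above the mean activation of all tested compounds plus 3 SD, per screening run, cut at about 20% in these data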;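 also: signal is peak over basal fluorescence ratio across a 100 second FLIPR read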
Target sequence (P37288 whole entry, looked up): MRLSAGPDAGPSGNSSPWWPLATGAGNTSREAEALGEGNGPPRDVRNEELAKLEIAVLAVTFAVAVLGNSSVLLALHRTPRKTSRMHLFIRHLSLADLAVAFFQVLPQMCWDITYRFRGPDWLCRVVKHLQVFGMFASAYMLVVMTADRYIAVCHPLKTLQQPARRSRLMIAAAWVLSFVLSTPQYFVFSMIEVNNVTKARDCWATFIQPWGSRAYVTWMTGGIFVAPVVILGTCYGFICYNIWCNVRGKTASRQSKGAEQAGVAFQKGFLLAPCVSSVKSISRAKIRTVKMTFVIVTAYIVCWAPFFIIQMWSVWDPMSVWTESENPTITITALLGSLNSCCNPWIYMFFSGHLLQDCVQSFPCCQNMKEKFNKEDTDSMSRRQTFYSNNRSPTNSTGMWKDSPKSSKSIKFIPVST
OXTR agonist: activates the human oxytocin receptor; 320,000 tested, 0.32% active; activation, % at 3 µM; CHO-OTR cells, Fluo-8 calcium fluorescence; normalized: DMSO 0%, oxytocin 100%; AID 2435; P30559;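 active = activation above the mean of all tested compounds plus 3 SD, cutoff set per screening run, cut at about 20% in these data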;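 also: peak over basal fluorescence ratio from a 100 s FLIPR kinetic read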
The depositor's hits bear a star; nt = no result given.

The line under a structure holds: MEKK2 WT-MEK5 | GPR7 antagonist | PHOSPHO1 block | NALP1 yeast inh | GalR3 antagonist | MEKK2mut PB1 HTS | MEKK3 PB1 HTS | V1R ag counter | OXTR agonist
> Cc1ccc(CN2C(=O)CSC2c2ccccc2F)cc1 (configuration not stated)
    105 | -5 | 28 | 4 | -14 | 10 | 108 | -1.4 | -2.5
> O=C(CSc1nc(-c2ccccc2)cc(=O)[nH]1)N1CCc2ccccc21
    108 | -4 | 16 | -4 | -6 | 6 | 104 | 0.6 | -1.2
> C/C(CC(=O)Nc1ccc(Cl)cc1)=N\NC(=O)C(=O)NCCO
    94 | 12 | 11 | 27 | -11 | -2 | 101 | -0.1 | -0.6
> O=C(NCCNc1ccc([N+](=O)[O-])cc1C(F)(F)F)c1ccccc1F
    101 | -1 | 27 | -6 | 0 | 4 | 101 | 3.5 | 1.8
> Cc1ccc(C)c(N2CCN(C(=O)CCC(=O)Nc3nnc(C(F)(F)F)s3)CC2)c1
    97 | -11 | 38 | 9 | -1 | -2 | 96 | 0.3 | 0.3
> Brc1cccc(OCCCN2CCCCCC2)c1
    114 | 3 | 29 | 15 | -5 | 3 | 109 | 1.4 | 2.1
> Cc1ccc(C(=O)c2c[nH]cc2-c2ccccc2)cc1
    97 | 5 | -29 | 5 | -7 | 3 | 103 | -1.8 | -2.5
> O=C(C1=NNC2C(=O)N(c3ccccc3)C(=O)C12)c1nc(Cl)ccc1Cl (configuration not stated)
    99 | -1 | -3 | 31 | -11 | 0 | 101 | 0.1 | 0.7
> COc1ccc(CNCCCSc2ncccn2)cc1OC
    132 | -8 | nt | -10 | -12 | 30* | 111 | 1.7 | 1.0
> CC(=O)N1CCN(C(=O)CCc2nc3ccccc3c(=O)[nH]2)CC1
    98 | -2 | -6 | 16 | -4 | -1 | 99 | 0.8 | 0.6
> CCOc1c2ccc(C(=O)NCC34CC5CC(CC(C5)C3)C4)cc2nn1CC
    99 | -8 | 50 | 15 | -3 | -1 | 104 | -0.9 | -2.3
> c1ccc2c(c1)oc1c(Nc3ccc(CN4CCOCC4)cc3)ncnc12
    98 | 0 | 11 | -20 | -3 | -3 | 91 | 2.0 | 1.9
> CCCCN(C)S(=O)(=O)c1ccc(C(=O)Nc2nnc(CSC)o2)cc1
    102 | -2 | -7 | 7 | -8 | 1 | 101 | 0.2 | -2.2
> Cn1cc(/C=C(\C(=O)O)C(C(=O)O)=C2CCCCC2)c2ccccc21
    98 | -14 | 4 | 18 | -3 | -3 | 97 | 0.2 | 0.2
> COc1cc(C2c3c([nH]c(=O)[nH]c3=O)Nc3ccc4ccccc4c32)cc(OC)c1OC (configuration not stated)
    92 | 4 | 14 | 22 | -4 | -2 | 102 | 0.4 | 0.1
> Cc1ccccc1OCCC(=O)OCC(=O)Nc1ccc(C(N)=O)cc1
    89 | -7 | 28 | 15 | -4 | -3 | 94 | 1.5 | 2.9
> COC(=O)c1sccc1-n1cccc1C(=O)NCc1ccccc1
    104 | -3 | -3 | 10 | -1 | 0 | 100 | 0.0 | -1.2
> CCCN(CCC)CC(O)COc1ccc2c(c1)OCO2 (configuration not stated)
    87 | 7 | 36 | 13 | -5 | -11 | 93 | -0.9 | 0.1
> Cc1cccc(/N=C/c2c(O)n(Cc3ccc4c(c3)OCO4)c(=O)c3ccccc23)n1
    83 | -6 | 40 | -13 | 0 | -8 | 86 | 2.0 | 1.4
> Cc1ccc(S(=O)(=O)CC(=O)N2CCCC2)cc1
    106 | -17 | 4 | 1 | -1 | 4 | 103 | 0.0 | -1.1
> O=C(CSc1nc2ccc(Cl)cc2[nH]1)NCc1ccco1
    93 | 4 | 49 | 5 | -2 | 0 | 90 | 0.1 | -0.2
> COc1ccc2cc(C(=O)O)n(CC(=O)c3ccccc3)c2c1
    102 | -18 | 1 | 14 | -9 | -1 | 102 | 0.9 | 1.2
> CCc1nnc(NC(=O)CSc2nc(C)cs2)s1
    97 | -8 | 45 | -8 | 4 | 2 | 102 | -0.2 | -1.4
> COc1ccccc1CNC(=O)C1CC2Cn3c(nc4ccccc43)C2N1C (configuration not stated)
    96 | nt | 31 | nt | -3 | 2 | 93 | -0.1 | -0.1
> NC1=NC(=O)C2(COC(c3cccnc3)OC2)S1 (configuration not stated)
    95 | 10 | 20 | 11 | 1 | -2 | 91 | 0.9 | 0.3
> O=C(CSc1nnc(SCc2ccc(Cl)cc2)s1)N1CCOCC1
    99 | 0 | -14 | -11 | -3 | 0 | 102 | 2.9 | 4.6
> COC(=O)C(N)Cc1ccc(O)c(O)c1 (configuration not stated)
    105 | 3 | 36 | 7 | 1 | 8 | 101 | 0.9 | 0.9
> CCOC(=O)c1csc(-c2sccc2Br)n1
    96 | -5 | 47 | 6 | 9 | -7 | 97 | -2.7 | -2.7
> CCCCN(CC)Cc1ccc(CNC(=S)Nc2ccc(C)cc2Cl)o1
    120 | -11 | -7 | 6 | -6 | 15 | 108 | 0.1 | 1.0
> O=C(NCC(=O)N(CCN1CCOCC1)C(C(=O)NC1CCCC1)c1cccnc1)c1cccs1 (configuration not stated)
    108 | -3 | -12 | 29 | -2 | 3 | 112 | 0.7 | 1.0

Part of the list above in order of heavy-atom count, rising.
The line under a structure holds: MEKK2 WT-MEK5 | GPR7 antagonist | PHOSPHO1 block | NALP1 yeast inh | GalR3 antagonist | MEKK2mut PB1 HTS | MEKK3 PB1 HTS | V1R ag counter | OXTR agonist
> COC(=O)C(N)Cc1ccc(O)c(O)c1 (configuration not stated)
    105 | 3 | 36 | 7 | 1 | 8 | 101 | 0.9 | 0.9
> CCc1nnc(NC(=O)CSc2nc(C)cs2)s1
    97 | -8 | 45 | -8 | 4 | 2 | 102 | -0.2 | -1.4
> O=C(CSc1nc2ccc(Cl)cc2[nH]1)NCc1ccco1
    93 | 4 | 49 | 5 | -2 | 0 | 90 | 0.1 | -0.2

The listing continues:
The line under a structure holds: MEKK2 WT-MEK5 | GPR7 antagonist | PHOSPHO1 block | NALP1 yeast inh | GalR3 antagonist | MEKK2mut PB1 HTS | MEKK3 PB1 HTS | V1R ag counter | OXTR agonist
> Cc1ccc(N(C(=O)c2csnn2)C(C(=O)NC2CCCC2)c2cccnc2)c(C)c1 (configuration not stated)
    93 | -17 | 35 | 1 | -7 | -6 | 99 | 1.7 | 0.9
> COc1cccc(C(=O)NC(C)CCc2ccccc2)c1 (configuration not stated)
    106 | -11 | 24 | 13 | -2 | 2 | 106 | -0.5 | -0.6
> COc1cccc(/C=C/c2ccc3cccc(O)c3n2)c1
    96 | -20 | 54 | 11 | -13 | -1 | 100 | -1.0 | -0.8
> COc1ccc(CCNC(=O)CN(c2ccc(OC)c(OC)c2)S(C)(=O)=O)cc1OC
    119 | 5 | 10 | 15 | 0 | 5 | 122* | -0.6 | -0.2
> CC(=O)N(c1ccc(C(F)(F)F)cc1)S(=O)(=O)c1ccc(N2C(=O)CCC2=O)cc1
    94 | 9 | 38 | 32* | 0 | -5 | 102 | 6.5 | 3.3
> COc1cc(C)c(C(C)C)cc1S(=O)(=O)n1cnc(C)c1
    98 | 14 | 6 | 27 | -4 | 2 | 98 | -1.0 | -0.4
> C[C@@H](NC(=O)[C@@H]1Cc2ccccc2CN1)C(=O)Nc1ccc2c(c1)OCO2
    101 | -7 | 34 | 4 | -3 | 1 | 100 | 1.3 | 0.4
> CC1CCN(C(=S)NC(=O)c2ccccc2)CC1
    98 | -9 | 37 | 10 | 2 | -3 | 98 | -1.3 | -0.7
> COc1ccc(OC)c(S(=O)(=O)NCc2ccccn2)c1
    100 | 8 | 14 | -13 | -2 | 3 | 99 | 0.1 | 1.1
> O=C(N/N=C/c1cccnc1)C12CC3CC(CC(C3)C1)C2
    94 | -15 | 36 | 1 | -4 | -5 | 101 | 0.1 | -0.1
> Cc1ccc(C(=O)NCC(=O)OCC(=O)c2c(N)n(C)c(=O)n(C)c2=O)s1
    nt | -11 | 9 | -10 | -1 | nt | nt | 0.1 | 0.2
> COc1ccc(OC)c(C(=O)Cn2nnc3ccccc3c2=O)c1
    101 | -6 | -17 | 2 | -4 | 4 | 99 | 0.4 | -0.8
> CCc1nnc(NC(=O)c2ccc(COc3ccccc3C)o2)s1
    100 | -2 | 13 | 20 | -2 | 1 | 101 | 0.5 | 0.5
> O=C1C2CC=C(Cl)CC2C(=O)N1CCCCCCN1C(=O)C2CC=C(Cl)CC2C1=O (configuration not stated)
    106 | 14 | 9 | 6 | -3 | 8 | 111 | 7.7 | 8.4
> COc1ccc(CCN2CC(C(=O)NCc3c(C)n[nH]c3C)CCC2=O)cc1 (configuration not stated)
    110 | 0 | 32 | -3 | -4 | 8 | 103 | 0.2 | -0.1
> Cc1ccc(N(CC(=O)Nc2ccc3c(c2)OCCO3)S(C)(=O)=O)cc1
    89 | 2 | 41 | -11 | 5 | -7 | 109 | 1.1 | 0.3
> S=c1nc(-c2ccccc2)n(Cc2ccco2)c2c1CCCC2
    99 | 20 | 89* | -9 | nt | 3 | 105 | nt | nt
> COC(=O)c1ccc(CN2CCN(CCCc3ccccc3)C(CCO)C2)cc1 (configuration not stated)
    108 | -6 | 23 | 8 | -5 | 3 | 102 | 2.0 | 2.6
> COc1ccc([N+](=O)[O-])cc1NC(=O)C(C)OC(=O)c1ccccc1C(=O)c1ccc(Cl)cc1 (configuration not stated)
    93 | 11 | -2 | 20 | -5 | -2 | 89 | 0.8 | -0.6
> CC(C)c1ccc(NC(=O)C(c2ccccc2)N2CCOCC2)cc1 (configuration not stated)
    94 | nt | 4 | 10 | 1 | 2 | 95 | -1.4 | -1.2
> CCOC(=O)c1c(NC(=O)c2ccoc2C)sc(C)c1C
    96 | -6 | 12 | 19 | -1 | 0 | 91 | -0.3 | -0.3
> CCCc1ccc2oc(C(=O)N(Cc3ccncc3)CC3CCCO3)c(C)c2c1 (configuration not stated)
    116 | -14 | 17 | 10 | 3 | 12 | 114 | 2.2 | -1.6
> CCN(Cc1ccncc1)C(=O)c1cc(COc2c(C)cccc2C)on1
    107 | -3 | -5 | 8 | 3 | 7 | 104 | 4.6 | 0.8
> CCOc1ccc(CONS(=O)(=O)c2ccc(NC(C)=O)cc2)cc1Cl
    99 | 9 | -2 | 27 | -5 | 3 | 104 | 23* | 11
> N/C(=N\OC(=O)c1ccco1)c1ccc(Br)cc1
    109 | 2 | 4 | 0 | -3 | 8 | 106 | 0.7 | -0.7
> Cc1ccc(C(=O)Nc2ccnc(-c3cccnc3)n2)cc1
    105 | -9 | 16 | 4 | -4 | 0 | 112 | 0.1 | -1.3
> CC1(NC(=O)NCCCCCCNC(=O)NC2(C)CCS(=O)(=O)C2)CCS(=O)(=O)C1 (configuration not stated)
    94 | -5 | 42 | -11 | -6 | 1 | 100 | 1.0 | 0.4
> Fc1ccc(CSc2ccc(-c3cccs3)nn2)cc1
    110 | -5 | -6 | 23 | 4 | 12 | 103 | -1.2 | -2.0
> CCn1cc(C(=O)OC)c(=O)c2ccc(C)nc21
    70 | 2 | -8 | 7 | -1 | -13 | 77 | -0.2 | -1.2
> COc1ccc(Cc2nnc(SCc3c(C)noc3C)n2C2CCCCC2)cc1OC
    103 | 7 | 16 | 2 | -6 | 0 | 96 | -1.0 | -2.7
> O=C(Nc1ccsc1C(=O)O)c1cccc(Oc2ccccc2)c1
    104 | 8 | 44 | -15 | -9 | 4 | 99 | 0.1 | -1.1
> CC1CCN(c2ncccc2C(=O)O)CC1
    95 | 0 | 16 | -9 | -11 | -1 | 94 | -0.5 | -0.9
> Cc1ccccc1/C=N/n1c(COc2ccccc2)n[nH]c1=S
    108 | -10 | -130 | -13 | -8 | 13 | 108 | nt | nt
